# Screening data: PubChem BioAssay, several laboratories
# Fh CTSL1 inh: cathepsin L1 inhibition, PFM18AAP counter-screen; inhibition, % at 5.96 µM; recombinant F. hepatica cathepsin L1, Z-Leu-Arg-MCA fluorescence; 300,000 tested, 0.49% active;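 active means inhibition above the mean of all tested compounds plus 3 SD, set per screening campaign, cut at about 17% in these data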;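 further: 0% = plate median of test compound wells and 100% = 1 µM Z-Phe-Ala-diazomethylketone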
# PP1 counter: PP1-alpha (human) inhibition in PP5 counter-screen; purified PP1alpha, OMFP fluorescence; inhibition, % at 6.7 µM; P62136; 320,000 tested, 0.9% active;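 active means inhibition above the mean inhibition of all tested compounds plus 3 SD, computed separately for each screening campaign, cut at about 15% in these data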
# JMJD2C inh: inhibitors of human GASC-1 (JMJD2C) demethylase; Q9H3R0; inhibition, % at 2.35 µM; GST-JMJD2C(1-420) H3K9me3 demethylation, DELFIA europium; 330,000 tested, 0.069% active;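 active means more than half of a compound's replicate wells show inhibition beyond 50%, single wells judged on their own value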;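 further: signal counts dimethyl H3K9 product captured on neutravidin plate; 0% = median of DMSO wells and 100% = 0.3 times that DMSO median; strong numbers were not always called active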
# Target sequence (Q9H3R0 1-420 limits assumed): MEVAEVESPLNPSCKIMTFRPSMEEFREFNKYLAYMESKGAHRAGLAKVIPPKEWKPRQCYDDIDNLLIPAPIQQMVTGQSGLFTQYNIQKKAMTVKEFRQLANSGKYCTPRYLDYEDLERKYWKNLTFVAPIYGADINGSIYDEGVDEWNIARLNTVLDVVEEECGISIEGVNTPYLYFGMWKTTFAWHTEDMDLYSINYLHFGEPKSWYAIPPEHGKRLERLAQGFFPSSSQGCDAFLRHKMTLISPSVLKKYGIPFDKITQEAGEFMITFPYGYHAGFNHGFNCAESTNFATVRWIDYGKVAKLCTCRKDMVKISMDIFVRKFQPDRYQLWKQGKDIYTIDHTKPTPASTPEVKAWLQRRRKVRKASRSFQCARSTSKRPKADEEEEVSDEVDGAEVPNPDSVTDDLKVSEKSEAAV
# PP5 primary: blocks human protein phosphatase 5 activity; purified PP5c, OMFP substrate fluorescence; inhibition, % at 6.7 µM; 320,000 tested, 0.18% active; AID 1987;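 active means inhibition above the campaign's mean inhibition across all tested compounds plus 3 SD, cut at about 9.5% in these data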;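 further: 0% = DMSO only and 100% = 100 µM cantharidin control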
# Target sequence (P53041 whole entry, looked up): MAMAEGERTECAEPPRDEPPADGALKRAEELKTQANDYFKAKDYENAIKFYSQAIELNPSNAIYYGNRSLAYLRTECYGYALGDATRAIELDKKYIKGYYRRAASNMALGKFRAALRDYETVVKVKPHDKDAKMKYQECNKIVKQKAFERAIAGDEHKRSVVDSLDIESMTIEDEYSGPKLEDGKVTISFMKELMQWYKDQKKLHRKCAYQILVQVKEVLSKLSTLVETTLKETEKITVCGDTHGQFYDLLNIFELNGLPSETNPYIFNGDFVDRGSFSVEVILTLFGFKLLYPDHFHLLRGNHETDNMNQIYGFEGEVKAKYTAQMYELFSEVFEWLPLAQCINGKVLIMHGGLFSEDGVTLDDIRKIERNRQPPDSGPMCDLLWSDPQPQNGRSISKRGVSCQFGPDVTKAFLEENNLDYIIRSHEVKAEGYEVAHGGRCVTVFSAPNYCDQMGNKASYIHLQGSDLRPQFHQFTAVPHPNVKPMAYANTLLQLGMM
# Yeast superoxide: yeast age-related superoxide inhibition as caloric restriction mimetic. superoxide response (% of plate mean), % at 10 µM. AID 2690. S. cerevisiae aged cells, superoxide DHE fluorescence; active compounds read low. 330,000 tested, 0.18% active;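 active means superoxide response under a set limit, about three screen SD below normal, cut at about 65% in these data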;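 further: yeast aged for seven days with compound at 30 °C before DHE staining; 100% = average MFI of all compound-treated wells on the plate with controls excluded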
# TPT1 inh: C. albicans TPT1 enzyme inhibition; recombinant caTPT1, FP RNA substrate dephosphorylation; inhibition, % at 5 µM; 300,000 tested, 0.81% active; AID 1962;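 active means inhibition above the mean of all tested compounds plus 3 SD, set per screening campaign, cut at about 24% in these data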;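 further: plate controls were DMSO alone for no effect and ferristatin control at 100 nM for full effect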
# EBNA-1 inhibitor: blocks EBNA-1 binding to DNA. EBNA-1 DNA binding, fluorescence polarization. inhibition, % at 14.8 µM. 300,000 tested, 0.34% active. AID 1950; in the data active means inhibition above about 28%
# ZTA counter: counter-screen for EBNA-1 inhibitors: inhibitors of Epstein-Barr virus ZTA; AID 2234; P03206; 320,000 tested, 0.15% active; inhibition, % at 11 µM; ZTA-DNA binding, fluorescence polarization; in the data active means inhibition above about 33%
# core dimer inh: HCV core protein dimerization inhibition; TR-FRET GST/Flag-core106 dimerization, 1536-well; inhibition, % at 5 µM; 300,000 tested, 0.33% active; AID 1899;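 active means inhibition above the mean of all tested compounds plus 3 SD, set per screening campaign, cut at about 45% in these data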
#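 Assay system – GST-tagged and Flag-tagged HCV core protein residues 1-106 · Quantity – core106 proteins, GST 13.5 nM and Flag 17 nM · Benchmarks – unlabelled core106 and no-GST-core106 wells · Read-out basis – percent inhibition of core106 dimerization signal · Detection – time-resolved FRET, ex 340 nm, em 617 and 671 nm · Schedule – 4 h at 22.5 °C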
# * marks the source's active call; other numbers are inactive results; . = no result given. Not a hit list (roughly 3.1% active in at least one column).
SMILES,Fh CTSL1 inh,PP1 counter,JMJD2C inh,PP5 primary,Yeast superoxide,TPT1 inh,EBNA-1 inhibitor,ZTA counter,core dimer inh
CC(C)N(C(=O)c1ccccc1-c1ccccc1)C(C)C,-3,3,7,5.3,87,-2,-8,-4,-4
Cc1nc(N)nc(OCC(F)(F)C(F)F)c1Br,-1,1,-1,1.1,106,0,7,2,8
COc1ccccc1CN(C)S(=O)(=O)c1cccs1,0,-1,-5,2.0,91,6,11,-5,10
CC1CN(Cc2nc3c(c(=O)[nH]c(=O)n3C)n2CCCc2ccccc2)CC(C)O1 (configuration not stated),-1,0,2,2.9,91,0,-5,-8,-4
O=C(O)C1CCCCC1C(=O)NCCc1ccc(Cl)cc1 (configuration not stated),2,0,1,4.9,110,0,-6,-20,2
COc1cc(C(=O)N2CCCCCCC2)ccc1OC1CCN(C(C)=O)CC1,1,1,7,-2.2,106,-2,11,-1,1
COCc1cc(C)nc(SCC(=O)NCc2ccco2)c1C#N,0,-4,-11,2.0,100,2,7,9,0
COC(=O)c1nc(N)sc1-c1ccc(Cl)c(Cl)c1,2,0,46,1.3,98,0,-3,9,1
Cc1ccc(NC(=S)N(CCN2CCOCC2)Cc2cc3cc4c(cc3[nH]c2=O)OCCO4)cc1,1,1,-3,-0.9,104,2,-8,5,6
C=CCc1cccc2cc(C(=O)N3CCN(c4ccccn4)CC3)c(=O)oc12,-2,5,3,2.6,109,5,-18,0,2
O=c1c2c(nc(NCCO)n1CC1CCCCC1)-c1ccccc1CC21CCCC1,4,3,-7,3.9,103,-7,7,-15,-9
CCOC(=O)c1ccc(NC(=O)NCc2cccnc2)cc1,-1,-2,15,0.9,94,2,5,5,0
O=C(CN(C(=O)CNC(=O)c1cccs1)c1ccccc1)NC1CCCCC1,2,0,12,5.8,104,-2,-5,-5,0
O=S(=O)(Nc1nc2ccccc2nc1NCC1CCCO1)c1cc(Cl)ccc1Cl (configuration not stated),4,-1,-3,1.2,105,0,8,8,10
Cc1ccc(NC(=O)CN(C)C(=O)CNC(=O)c2ccc3c(c2)OCO3)cc1,-2,-3,-1,-1.0,82,-3,3,5,3
COc1cc(C#Cc2c(-c3cncn3C)n(C)c3ccc(-c4cnc(OC)nc4)cc23)cc(OC)c1,.,6,1,2.8,116,.,.,38*,.
CCCCn1c(SCc2ccc(Cl)cc2)nc2c1c(=O)[nH]c(=O)n2C,-1,-2,-4,0.3,79,1,7,-4,21
O=[N+]([O-])c1ccccc1S(=O)(=O)Nc1cccc(-c2ccc(N3CCCC3)nn2)c1,0,5,8,-0.4,103,-1,5,-5,10
CC1CC(C)(C)NCCNC(C)CC(C)(C)NCCN1 (configuration not stated),-2,-4,5,-1.5,94,-1,4,10,3
CCN(CC)c1ccc(S(=O)(=O)N2CCCCC2)cc1NC(=O)C1CSC2(C)CCC(=O)N12 (configuration not stated),.,2,4,2.8,75,.,.,-16,.
Cc1ccc(C(=O)Cn2cnc3ccccc3c2=O)cc1,0,1,9,3.6,102,-1,-7,-7,-9
Cc1ccc(C(=O)N2CCN(C3CCCCC3)CC2)s1,1,-3,31,-0.8,89,-1,-3,-10,-5
CNC(=O)C(=O)NCC1OCCN1S(=O)(=O)c1ccc([N+](=O)[O-])cc1 (configuration not stated),-3,2,-4,2.9,123,0,-5,-11,-1
O=S(=O)(Nc1ccccc1)c1ccc(Oc2ncc(C(F)(F)F)cc2Cl)cc1,9,-4,-8,8.1,100,-4,-12,-17,2
O=C(c1ccc2c(c1)N(Cc1ccc(F)cc1)CCS2)N1CCOCC1,4,-1,-10,6.0,87,-5,-10,-5,-5

# An excerpt of these results, with tabs.
Structure	Fh CTSL1 inh	PP1 counter	JMJD2C inh	PP5 primary	Yeast superoxide	TPT1 inh	EBNA-1 inhibitor	ZTA counter	core dimer inh
CCN(CC)c1ccc(S(=O)(=O)N2CCCCC2)cc1NC(=O)C1CSC2(C)CCC(=O)N12 (configuration not stated)	.	2	4	2.8	75	.	.	-16	.
COc1cc(C#Cc2c(-c3cncn3C)n(C)c3ccc(-c4cnc(OC)nc4)cc23)cc(OC)c1	.	6	1	2.8	116	.	.	38*	.
CCOC(=O)c1ccc(NC(=O)NCc2cccnc2)cc1	-1	-2	15	0.9	94	2	5	5	0
CNC(=O)C(=O)NCC1OCCN1S(=O)(=O)c1ccc([N+](=O)[O-])cc1 (configuration not stated)	-3	2	-4	2.9	123	0	-5	-11	-1
O=S(=O)(Nc1ccccc1)c1ccc(Oc2ncc(C(F)(F)F)cc2Cl)cc1	9	-4	-8	8.1	100	-4	-12	-17	2
Cc1nc(N)nc(OCC(F)(F)C(F)F)c1Br	-1	1	-1	1.1	106	0	7	2	8
CC1CN(Cc2nc3c(c(=O)[nH]c(=O)n3C)n2CCCc2ccccc2)CC(C)O1 (configuration not stated)	-1	0	2	2.9	91	0	-5	-8	-4

# The list goes on:
SMILES,Fh CTSL1 inh,PP1 counter,JMJD2C inh,PP5 primary,Yeast superoxide,TPT1 inh,EBNA-1 inhibitor,ZTA counter,core dimer inh
CC(C)n1c(CN(C)c2ccccc2)nc2ccccc21,-3,-3,0,3.8,102,-4,-12,-23,0
Cc1ccccc1N1CCN(S(=O)(=O)c2nnc(NC(=O)c3ccc(F)cc3)s2)CC1,6,-4,-5,0.0,95,1,11,12,13
CCOc1ccc2nc(NCCNC(=S)NCCCN(C)C)c(C#N)cc2c1,3,-4,-5,0.8,112,-3,5,14,3
C=CCn1cc(/C=C2/NC(=O)NC2=O)c2ccccc21,1,-5,46,1.7,116,2,8,-4,-19
COc1cccc(N2CC(C(=O)Nc3nnc(SCCC4OCCO4)s3)CC2=O)c1 (configuration not stated),0,1,-2,-0.1,102,1,-2,7,26
Cc1ccccc1CNC(=O)C1CCC(=O)N(C2CC2)C1 (configuration not stated),-2,-5,-8,1.7,115,-4,6,11,-1
COc1cc(NC(=O)Nc2ccccc2OC)c(OC)cc1NC(=O)CN1CCCCC1,0,4,3,1.8,104,-3,2,5,-1
O=C(Cc1ccccc1)NN1C(=O)C2C3C=CC(C3)[C@@H]2C1=O (some centres not stated),-3,-4,2,0.8,106,-1,-5,-11,-2
N#C/C(=C\c1cn[nH]c1-c1ccccc1)C(=O)NC1CCCCCC1,7,2,-2,3.7,92,2,8,12,-2
CN(C)C(=O)CN1C(=O)NC2(CCc3ccccc32)C1=O (configuration not stated),2,-1,-11,1.6,102,-2,6,-6,9
COC(=O)[C@H](CC(C)C)NC(=O)Nc1ccc(S(N)(=O)=O)cc1,-1,0,-2,1.1,91,-1,4,6,0
CC(OC(=O)c1nc(Cl)ccc1Cl)C(=O)Nc1ccc2c(c1)OCCO2 (configuration not stated),-11,-6,-3,-1.9,102,-3,9,8,3
O=C1CN(C(=O)c2ccccc2Br)C(c2ccc(F)cc2)c2cc(F)ccc2N1 (configuration not stated),2,0,15,0.2,97,-3,11,-8,9
CCN(CC)S(=O)(=O)c1ccc(-c2nnc(SCC(=O)c3ccc(OC)cc3)o2)cc1,7,-2,-11,2.6,87,0,-11,-16,-12
O=C(CCC1CCCCC1)NCCS(=O)(=O)N1CCN(c2ccc(F)cc2)CC1,0,0,-13,0.2,118,1,-12,-25,-10
CCOc1cccc(NC(=O)/C(C#N)=C\c2cccnc2)c1,4,2,-27,1.6,86,1,1,-9,-5
COc1ccc(C(=O)C[n+]2ccc(N)c(C)c2C)cc1,-1,-3,12,2.1,81,-2,-13,4,3
CCn1ccnc1CN1CCc2c([nH]c3ccccc23)C1CC(C)C (configuration not stated),-1,4,-34,2.4,100,-4,-11,-5,6
COc1cc(OC)cc(C(=O)N[C@H](C(=O)OCC(=O)NC(=O)NC(C)(C)C)C(C)C)c1,-9,-3,12,-2.9,98,3,-1,6,1
CCc1sc(C(=O)Nc2cccc(C(C)=O)c2)cc1C,1,1,10,0.9,96,-3,10,27,2
CCNC(=S)N1CCN(C(c2ccccc2)c2ccccc2)CC1,-1,4,7,1.6,107,1,3,8,6
CCOC(=O)c1c(C)nc(C)c2c(=O)oc3ccccc3c12,-4,1,-2,0.4,111,2,-6,-11,3
O=C(Nc1ccc(C(=O)N2CCOCC2)cc1)c1cc(-c2cccnc2)nc2ccc(Br)cc12,1,2,-16,5.1,124,5,-9,-5,18
COc1ccc(C(=O)Nc2cccc(OC(=O)c3ccco3)c2)cc1,-29,-1,-4,1.1,90,1,-1,-12,-10
CSCC[C@H](NC(=O)N1CCn2c1nc1ccccc12)C(=O)NC1CC1,3,7,12,-0.2,126,-1,-7,-8,-10
# (list continues)
SMILES,Fh CTSL1 inh,PP1 counter,JMJD2C inh,PP5 primary,Yeast superoxide,TPT1 inh,EBNA-1 inhibitor,ZTA counter,core dimer inh
Cc1cc([N+](=O)[O-])ccc1NCc1cccc([N+](=O)[O-])c1,1,-1,-4,4.4,102,1,5,7,5
COc1ccc(/C=C2\SC(=S)N(CCC(=O)N3CCCCC3)C2=O)cc1,-3,0,85,1.7,103,-3,2,1,1
COc1ccc(C2c3c(C)nn(-c4ccccc4)c3NC(=O)N2c2ccccc2)cc1 (configuration not stated),-3,3,0,4.8,108,-3,9,-3,1
COc1ccc(S(=O)(=O)NCc2ccc(C(=O)N(C)Cc3ccco3)cc2)cc1,0,-3,8,0.4,120,-4,5,9,-10
Cc1c(N)cccc1[N+](=O)[O-],.,-2,3,2.2,102,.,.,-5,.
CCOC(=O)C1=C(CS(=O)(=O)c2ccccc2)NC(=O)NC1c1ccc(OC)c(OC)c1 (configuration not stated),2,-2,-5,-2.3,97,1,-4,-4,-5
Cc1ccc2c(C)c(C(=O)N(Cc3ccc(F)cc3)C3CCS(=O)(=O)C3)oc2c1 (configuration not stated),1,1,9,2.9,141,-2,-11,0,3
COc1ccccc1CNC(=O)C(=O)NCC1OCCN1S(=O)(=O)c1ccc2c(c1)OCCO2 (configuration not stated),-1,-3,-7,-1.6,92,-1,9,4,12

# Laid out differently: results already given
SMILES	Fh CTSL1 inh	PP1 counter	JMJD2C inh	PP5 primary	Yeast superoxide	TPT1 inh	EBNA-1 inhibitor	ZTA counter	core dimer inh
COc1ccc(C(=O)Nc2cccc(OC(=O)c3ccco3)c2)cc1	-29	-1	-4	1.1	90	1	-1	-12	-10
COC(=O)c1nc(N)sc1-c1ccc(Cl)c(Cl)c1	2	0	46	1.3	98	0	-3	9	1
COc1ccc(S(=O)(=O)NCc2ccc(C(=O)N(C)Cc3ccco3)cc2)cc1	0	-3	8	0.4	120	-4	5	9	-10
